OX1R antag-1: OX1R (HCRTR1) antagonists, primary screen, fluorescence, CHO/OX1R cells, Fluo-8 calcium, orexin A; Orexin/Hypocretin receptor type 1 (Homo sapiens), O43613; Fluo-8 calcium fluorescence; inhibition, % at 5 µM; hit rate 0.43% among 330,000; AID 434989, 2010;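 active = inhibition above its plate's threshold, mean inhibition of all tested compounds on the plate plus 3 SD, cut at about 37% in these data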;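 note: 0% = orexin A challenge wells and 100% = SB-334867-A antagonist wells; not every result past the cut was called active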
Target sequence (O43613 whole entry, looked up): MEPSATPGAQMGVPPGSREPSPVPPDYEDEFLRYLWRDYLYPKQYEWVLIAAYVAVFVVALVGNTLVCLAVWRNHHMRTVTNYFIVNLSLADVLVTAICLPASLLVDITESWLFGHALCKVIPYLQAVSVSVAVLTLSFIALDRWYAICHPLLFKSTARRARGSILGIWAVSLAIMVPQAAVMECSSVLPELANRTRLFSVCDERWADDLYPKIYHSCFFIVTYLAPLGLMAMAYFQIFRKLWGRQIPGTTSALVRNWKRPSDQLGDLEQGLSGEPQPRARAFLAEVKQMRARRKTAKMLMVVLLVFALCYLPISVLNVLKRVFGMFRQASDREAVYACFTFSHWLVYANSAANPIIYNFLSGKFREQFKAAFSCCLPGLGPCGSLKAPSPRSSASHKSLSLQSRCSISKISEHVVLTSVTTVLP
STK33 inh: inhibitors of purified STK33 kinase, primary screen, biochemical, ADP-Glo luminescence, homogeneous, cell-free; Serine/threonine-protein kinase 33 (Homo sapiens), Q9BYT3; MBP phosphorylation; inhibition, % at 10 µM; hit rate 0.073% among 320,000; AID 2661, 2010;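 active = inhibition at or above 25%, using the most active replicate where run in duplicate; inactive = inhibition below 25%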
Target sequence (Q9BYT3 whole entry, looked up): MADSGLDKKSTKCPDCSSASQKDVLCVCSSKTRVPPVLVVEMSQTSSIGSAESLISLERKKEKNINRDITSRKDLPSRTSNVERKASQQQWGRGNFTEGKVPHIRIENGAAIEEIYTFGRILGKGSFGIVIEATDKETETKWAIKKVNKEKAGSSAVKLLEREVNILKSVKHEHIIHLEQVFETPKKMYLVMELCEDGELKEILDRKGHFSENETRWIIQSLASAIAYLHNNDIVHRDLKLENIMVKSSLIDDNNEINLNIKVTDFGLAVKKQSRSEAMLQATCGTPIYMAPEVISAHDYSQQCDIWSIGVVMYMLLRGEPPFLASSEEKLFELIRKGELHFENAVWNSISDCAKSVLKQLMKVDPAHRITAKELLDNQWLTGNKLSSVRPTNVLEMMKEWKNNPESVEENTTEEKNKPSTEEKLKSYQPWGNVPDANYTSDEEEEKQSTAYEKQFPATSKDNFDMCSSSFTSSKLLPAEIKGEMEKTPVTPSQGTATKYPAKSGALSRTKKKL
OX1R antag-2: antagonists of human orexin 1 receptor (OX1R); Orexin/Hypocretin receptor type 1 (Homo sapiens), O43613; OX1R-expressing cells, FRET antagonist read-out; inhibition, % at 6.6 µM; hit rate 1.8% among 330,000; AID 485270, 2010; in the data active = inhibition mostly above about 38%, no sharp cut-off; inactive = mostly below about 40%;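 note: 0% = agonist challenge alone and 100% = reference antagonist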
* marks the source's active call; other numbers are inactive results; x = not tested or not shown.

1) O=[N+]([O-])c1ccc(N2CCN(c3ccccn3)CC2)c(Cl)c1
2) COc1ccc(NC(=O)CN(C)S(=O)(=O)c2ccc3c(c2)OCCO3)c2ncccc12
3) CC1CCN(C(=O)Cn2cnc3c(cnn3C(C)(C)C)c2=O)CC1
4) Cc1nc2ccccn2c1C(=O)NCCCN1CCOCC1
5) CC(C)=NNc1nc(-c2ccccc2)cs1
6) CSc1n[nH]c(NCc2ccccc2)n1
7) Cc1ccc(Nc2nnc(SCC(=O)Nc3cccc(S(=O)(=O)N4CCCCC4)c3)s2)cc1
8) O=c1c([N+](=O)[O-])cccn1Cc1ccccc1Cl
Screen / compound no.	1	2	3	4	5	6	7	8
OX1R antag-1	-36	-7	-4	2	-25	-7	-32	-8
STK33 inh	0.1	0.7	-0.7	-1.3	0.0	0.9	-1.4	-0.2
OX1R antag-2	12	45	7	21	13	17	-2	79*

9) COc1ccc2[nH]cc(C(=O)N3CCCCC3)c(=O)c2c1
10) Cc1cccc(/C=C/C(=O)c2ccc(NC3=NCCCS3)cc2)c1
11) Cc1ccc(C(=O)N2CCCC(Nc3ccc(C(C)C)cc3)C2)cn1 (stereo not given)
12) CC(C)CN(C(=O)c1cccc(S(=O)(=O)N2CCN(Cc3ccccc3)CC2)c1)C1CCS(=O)(=O)C1 (stereo not given)
13) O=C(Nc1ccc(S(=O)(=O)N2CCCCC2c2cccnc2)cc1)c1ccccc1F (stereo not given)
14) C[C@H]1COC(=O)CCC/C=C\C[C@H](CC(=O)N(CCO)Cc2ccccc2)C(=O)N1
15) COc1ccc(C(=O)NC(=O)N2CCCCC2)cc1
16) Cc1ccc(C)c(SCC(=O)OCC(=O)N2CC(C)OC(C)C2)c1 (stereo not given)
Screen / compound no.	9	10	11	12	13	14	15	16
OX1R antag-1	7	-24	-6	-26	-10	-10	8	7
STK33 inh	2.1	3.1	x	-0.3	-1.1	x	-2.3	0.3
OX1R antag-2	3	7	8	11	39	-1	4	33

Part of the list above in order of molecular weight, ascending:
6) CSc1n[nH]c(NCc2ccccc2)n1
5) CC(C)=NNc1nc(-c2ccccc2)cs1
8) O=c1c([N+](=O)[O-])cccn1Cc1ccccc1Cl
9) COc1ccc2[nH]cc(C(=O)N3CCCCC3)c(=O)c2c1
3) CC1CCN(C(=O)Cn2cnc3c(cnn3C(C)(C)C)c2=O)CC1
10) Cc1cccc(/C=C/C(=O)c2ccc(NC3=NCCCS3)cc2)c1
11) Cc1ccc(C(=O)N2CCCC(Nc3ccc(C(C)C)cc3)C2)cn1 (stereo not given)
16) Cc1ccc(C)c(SCC(=O)OCC(=O)N2CC(C)OC(C)C2)c1 (stereo not given)
14) C[C@H]1COC(=O)CCC/C=C\C[C@H](CC(=O)N(CCO)Cc2ccccc2)C(=O)N1
13) O=C(Nc1ccc(S(=O)(=O)N2CCCCC2c2cccnc2)cc1)c1ccccc1F (stereo not given)
Screen / compound no.	6	5	8	9	3	10	11	16	14	13
OX1R antag-1	-7	-25	-8	7	-4	-24	-6	7	-10	-10
STK33 inh	0.9	0.0	-0.2	2.1	-0.7	3.1	x	0.3	x	-1.1
OX1R antag-2	17	13	79*	3	7	7	8	33	-1	39

2) COc1ccc(NC(=O)CN(C)S(=O)(=O)c2ccc3c(c2)OCCO3)c2ncccc12
12) CC(C)CN(C(=O)c1cccc(S(=O)(=O)N2CCN(Cc3ccccc3)CC2)c1)C1CCS(=O)(=O)C1 (stereo not given)
Screen / compound no.	2	12
OX1R antag-1	-7	-26
STK33 inh	0.7	-0.3
OX1R antag-2	45	11

(cont.)
17) O=C(O)[C@@H]1CCCN(S(=O)(=O)c2cccc3cccnc23)C1
18) Cn1c(=O)n(CC(=O)NCc2cccnc2)c2ccccc21
19) C#CCn1c(-c2ccccc2)ccc(C#N)c1=O
20) CC(=O)c1c(O)cc(O)cc1CC(=O)O
21) O=c1cc[nH]c2c1ccc1cccnc12
22) O=C1CC(SC(=NCc2ccc3c(c2)OCO3)Nc2ccccc2)C(=O)N1c1ccccc1 (stereo not given)
23) CC(C)(C)NC(=O)CSc1ncccc1-c1nc2ccccc2[nH]1
24) CCCCc1ccc(NC(=O)N[C@H](C(=O)O)C(C)C)cc1
Screen / compound no.	17	18	19	20	21	22	23	24
OX1R antag-1	-7	-12	-23	-7	-4	-9	-16	-8
STK33 inh	-1.1	-0.6	0.0	-0.4	1.2	-0.8	-1.5	-1.8
OX1R antag-2	12	4	38	1	12	17	16	10

25) Cc1ccccc1NC(=O)c1ccccc1O
26) CC(C)(C)c1ccc(-c2nc(C#N)c(NCc3ccncc3)o2)cc1
27) O=C(CSc1nc2cc(S(=O)(=O)N3CCOCC3)ccc2o1)Nc1c(F)cccc1F
28) O=C(COC(=O)c1ccc2ncsc2c1)NCc1cccc(Cl)c1
29) O=C(O)c1cccc(NS(=O)(=O)c2ccc3nnn(O)c3c2)c1
30) COc1ccc(N(CC(=O)Nc2ccc3c(c2)OCO3)S(=O)(=O)c2ccc(C)cc2)cc1OC
31) Cn1c(=O)c2c(nc(SCC(=O)NCc3ccco3)n2C)n(C)c1=O
32) CCOc1ccc(CN(C)C(=O)CCc2ccc(S(=O)(=O)N3CCCCCC3)cc2)cc1
Screen / compound no.	25	26	27	28	29	30	31	32
OX1R antag-1	-8	-12	-1	3	-23	-16	-9	18
STK33 inh	0.0	-0.8	-0.7	0.3	-0.8	-0.2	-2.1	x
OX1R antag-2	4	17	21	6	2	12	4	11

33) CCCC(=O)c1c[nH]c(C(=O)NCCCN2CCOCC2)c1
34) CN(CC(=O)Nc1ccc(C#N)cc1)Cc1ccc(Cl)cc1
35) CC1(C)CC(=O)C2=C(C1)OC(=O)C2(NC(=O)c1cccs1)C(F)(F)F (stereo not given)
36) Cc1ccc2cccc(S(=O)(=O)Nc3ccc4c(c3)OCO4)c2n1
37) CC(=O)Nc1ccc(/C(C)=N/NC(=O)c2ccncc2)cc1
38) COc1ccc(-c2cc(C(=O)N3CCCC(C(F)(F)F)C3)c3ccccc3n2)cc1OC (stereo not given)
39) CSc1nnc2n(Cc3ccccc3)c(=O)c3c4c(sc3n12)COC(C(C)C)C4 (stereo not given)
40) COc1ccc(NC(=O)CN(C)C(=O)c2ccc(N3CCCC3)c([N+](=O)[O-])c2)cc1
Screen / compound no.	33	34	35	36	37	38	39	40
OX1R antag-1	6	4	-14	-19	-3	-32	-25	-37
STK33 inh	-1.3	-1.5	-1.0	-0.2	0.0	x	-0.5	-0.7
OX1R antag-2	4	13	4	0	37	25	18	17

41) COc1ccc2nc(C)cc(SCC(=O)N/N=C/c3ccco3)c2c1
42) COc1ccc2nc(N3C(=O)/C(=C/c4ccccc4)NC3=S)sc2c1
43) C=CCNC(=O)c1ccccc1CCc1ccccc1
44) O=C1C=C(c2ccc(F)cc2OCc2ccccc2)C[C@@H](c2ccc3c(c2)OCO3)C1
45) O=CN(c1ccccc1)c1ccc2ccccc2c1
46) CCOc1ccccc1CN1CCNC(=O)C1CC(=O)N(C)CCC1CCOCC1 (stereo not given)
47) CN(C)C(=O)COc1ccc(Oc2ccccc2)cc1
48) COc1ccc(C(=O)N2CCCC(C(=O)N3CCCCCC3)C2)cc1 (stereo not given)
Screen / compound no.	41	42	43	44	45	46	47	48
OX1R antag-1	-8	5	-3	-13	-7	-11	-17	-12
STK33 inh	1.9	-0.5	-0.4	-0.3	-0.5	-0.5	0.2	-1.9
OX1R antag-2	33	11	13	-3	0	-2	15	4

49) O=C(COC(=O)CNC(=O)c1ccc(Cl)cc1Cl)NNC(=O)c1ccccc1F
50) Cc1ccc(S(=O)(=O)NCCC(=O)OCC(=O)N(C)c2ccccc2)cc1
51) Cc1cc(NC(=O)COC(=O)c2cccc(S(=O)(=O)N3CCOCC3)c2)no1
52) CCCNC(=S)Nc1c(C)n(C)n(-c2ccccc2)c1=O
53) COc1ccc(Nc2ccc(N3C(=O)CC(C)C3=O)cc2[N+](=O)[O-])cc1OC (stereo not given)
54) O=C(NCc1ccco1)Nc1cccs1
55) COc1ccc(-c2sc3cc4c(cc3c2-c2ccc(OCCN3CCCCC3)cc2)OCO4)cc1
56) COc1ccc(CC(=O)O/N=C(\N)c2ccccc2)cc1OC
Screen / compound no.	49	50	51	52	53	54	55	56
OX1R antag-1	-12	-9	-21	-15	-24	-9	19	-3
STK33 inh	-1.9	-1.9	-0.3	-1.0	-0.6	-0.5	x	0.2
OX1R antag-2	8	15	12	5	40*	-12	4	9

57) CCOc1ccc(C(=O)OCC(=O)N(Cc2ccccc2)Cc2ccccc2)cc1OC
58) COc1cc2oc(=O)cc(C)c2c(OC)c1OC
59) CSCC[C@H](NC(=O)N1CCn2c1nc1ccccc12)C(=O)N[C@H](Cc1ccccc1)C(=O)O
60) CC(C)Oc1ccc(C(=O)Nc2ccc(N3CCN(C(=O)c4ccco4)CC3)cc2)cc1
61) Cc1cccc(N2CCN(C(=O)c3ccc(Cl)c(NC4=NC5CS(=O)(=O)CC5S4)c3)CC2C)c1 (stereo not given)
62) Cc1ccc(-c2nn(-c3ccccc3)cc2/C=C(\C#N)c2cccc(C#N)c2)o1
63) COc1ccc(-c2[nH]ncc2CN(CC2CCC(=O)N2)C(C)C)cc1F (stereo not given)
64) CCOCCCNC(=O)CSc1ccccc1
Screen / compound no.	57	58	59	60	61	62	63	64
OX1R antag-1	-21	-3	-9	-24	-13	-22	-7	-16
STK33 inh	-0.5	0.0	-0.1	-2.0	-1.3	0.4	-1.6	0.1
OX1R antag-2	13	13	10	18	4	24	4	24

65) COc1cc(NC(=O)c2cncc(-c3ccc(C#N)cc3)c2)cc(C(=O)Nc2cccc(C(F)(F)F)c2)c1
66) COC(=O)CNC(=O)C1CC(=O)N(CCc2ccc(F)cc2)C1 (stereo not given)
67) Cc1ccccc1/C=C/C(=O)NCC(=O)N1CCC(N(C)C2CCCCC2C)CC1 (stereo not given)
68) CCn1c(=N)c(S(=O)(=O)c2ccc(C)cc2)cc2c(=O)n3ccccc3nc21
69) COc1cccc(-n2c(SCC(=O)NCC3CCCO3)nc3c(c2=O)SCC3)c1 (stereo not given)
70) CCOC(=O)CCNC(=O)CCNC(=O)C(c1ccccc1)c1ccccc1
71) COc1ccc(CC(=O)NC(C)c2nnc(SCC(=O)Nc3ccccc3)n2C)cc1 (stereo not given)
72) COc1ccc(C2=NOC3(CC(=O)N(c4ccc(Cl)cc4)C3=O)C2)c(OC)c1 (stereo not given)
Screen / compound no.	65	66	67	68	69	70	71	72
OX1R antag-1	-19	3	-19	-22	-23	-13	-17	-25
STK33 inh	-0.1	-2.4	-0.6	-1.3	-1.4	-0.7	-1.9	-0.1
OX1R antag-2	23	16	11	26	35	2	9	10

73) CCCNc1nc(N2CCOCC2)nc(N2CCOCC2)n1
74) C=CC[C@H](CC(=O)N[C@H](CO)Cc1ccccc1)C(=O)N[C@@H](COC(=O)[C@@H](CC=C)Cc1ccc(F)cc1)Cc1c[nH]c2ccccc12
75) COc1ccc(C(=O)NCC(=O)N/N=C(\C)Cc2ccccc2)cc1
76) Cc1ccc(C(=O)Nc2ccccc2C(=O)NCc2ccccc2)cc1
77) O=C(CSc1nc2c(cnn2-c2ccc(F)cc2)c(=O)[nH]1)N1CCCCC1
78) COc1ccc(CN2CNc3c(c(=O)n(C)c(=O)n3C)C2)cc1
79) CC(=O)c1cccc(S(=O)(=O)N2CCCC(c3nc4c(nnn4Cc4ccc(C)cc4)c(=O)[nH]3)C2)c1 (stereo not given)
80) CN(C(=O)COC(=O)CCc1nc2ccccc2c(=O)[nH]1)C1CCS(=O)(=O)C1 (stereo not given)
Screen / compound no.	73	74	75	76	77	78	79	80
OX1R antag-1	-6	-2	3	-40	-13	14	-55	-6
STK33 inh	-0.8	-1.0	-1.1	x	-1.9	0.3	0.1	5.6
OX1R antag-2	4	3	6	21	15	28	17	-1

Shown bar-delimited: entries from further up.
item | SMILES | OX1R antag-1 | STK33 inh | OX1R antag-2
73 | CCCNc1nc(N2CCOCC2)nc(N2CCOCC2)n1 | -6 | -0.8 | 4
74 | C=CC[C@H](CC(=O)N[C@H](CO)Cc1ccccc1)C(=O)N[C@@H](COC(=O)[C@@H](CC=C)Cc1ccc(F)cc1)Cc1c[nH]c2ccccc12 | -2 | -1.0 | 3

The listing continues:
81) CCc1ccc2oc(-c3ccc(NC(C)=O)cc3)nc2c1
82) O=C(NCc1cccnc1)c1cccs1
83) COc1cccc(NC(=O)CN(C)C(=O)c2c(C)noc2C)c1
84) COc1cccc(NC(=O)N2CCN(c3ccc(C(F)(F)F)cn3)CC2)c1
85) CC1CCN(C(=O)C2CCN(c3nnc(-n4cccc4)s3)CC2)CC1
86) Nc1nnc(CC(=O)N/N=C/c2cc([N+](=O)[O-])cc(Br)c2O)s1
87) CC(=O)c1c(C)[nH]c(C(=O)COC(=O)CNS(=O)(=O)c2ccccc2)c1C
88) CCCCc1c(O)nc(SCC(=O)NCC2CCCO2)[nH]c1=O (stereo not given)
89) O=S(=O)(NCc1nc2ccccc2[nH]1)c1ccccc1
Screen / compound no.	81	82	83	84	85	86	87	88	89
OX1R antag-1	-6	3	-6	-1	-18	-3	-8	-10	0
STK33 inh	0.1	-0.2	-0.3	-1.1	4.2	0.1	0.0	0.1	0.0
OX1R antag-2	25	21	9	15	11	49	3	3	16
